# Bioassay records as filed in PubChem BioAssay.
# SENP7 inh = SENP7 protease inhibition; Q9BQF6; recombinant SENP7, Z-RLRGG-aminoluciferin luminescence, 40 min; inhibition, % at 5 µM; 330,000 compounds, 1.5% hits;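 active means inhibition above about 50% at the single test dose, limit read from the data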;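 further: plate controls were DMSO with enzyme for no effect and no enzyme buffer wells for full effect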
# Target sequence (Q9BQF6 706-1050 limits assumed): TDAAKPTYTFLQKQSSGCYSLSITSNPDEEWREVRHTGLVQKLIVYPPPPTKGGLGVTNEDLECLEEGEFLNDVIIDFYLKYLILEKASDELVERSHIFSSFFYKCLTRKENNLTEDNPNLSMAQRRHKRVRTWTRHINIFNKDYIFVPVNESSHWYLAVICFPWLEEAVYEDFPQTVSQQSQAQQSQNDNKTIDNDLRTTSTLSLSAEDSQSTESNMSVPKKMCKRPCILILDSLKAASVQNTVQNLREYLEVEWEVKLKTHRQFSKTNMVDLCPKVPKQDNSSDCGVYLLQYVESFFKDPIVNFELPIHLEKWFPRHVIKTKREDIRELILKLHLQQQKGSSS
# SENP6 inh = SENP6 protease inhibition; Recombinant SENP6 catalytic domain, aminoluciferin luminescence; inhibition, % at 10 µM; 330,000 compounds, 1.8% hits; AID 2599;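 active means inhibition above about 50% at the single tested dose, limit read from the data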;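 further: plate controls were DMSO wells with enzyme for no effect and DMSO wells lacking enzyme for full effect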
# UBC13 inh = blocks human UBC13 polyubiquitin chain formation; P61088; 330,000 compounds, 0.47% hits; TR-FRET; AID 485273; inhibition, % at 20 µM; in the data active means inhibition above about 45%, passing the limit was not always enough
# Target sequence (P61088 whole entry, looked up): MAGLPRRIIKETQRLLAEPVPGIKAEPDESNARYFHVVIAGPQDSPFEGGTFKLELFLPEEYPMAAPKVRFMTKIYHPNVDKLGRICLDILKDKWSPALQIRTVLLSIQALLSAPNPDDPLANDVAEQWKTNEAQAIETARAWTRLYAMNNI
# SENP1 FRET inh = blocks the human SENP1 SUMO protease catalytic domain | Q9P0U3 | recombinant SENP1 catalytic domain, CyPet-SUMO1-YPet FRET cleavage | inhibition, % at 10 µM | 360,000 compounds, 0.21% hits | AID 624204;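 active means inhibition at least 30% at 10 µM, raw YFP signal under a set limit, fluorescence ratio 0.5 to 1.5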;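 further: 0% = enzyme with DMSO and 100% = no enzyme wells; some results filed as inactive read as strong as hits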
# Target sequence (Q9P0U3 419-644 limits assumed): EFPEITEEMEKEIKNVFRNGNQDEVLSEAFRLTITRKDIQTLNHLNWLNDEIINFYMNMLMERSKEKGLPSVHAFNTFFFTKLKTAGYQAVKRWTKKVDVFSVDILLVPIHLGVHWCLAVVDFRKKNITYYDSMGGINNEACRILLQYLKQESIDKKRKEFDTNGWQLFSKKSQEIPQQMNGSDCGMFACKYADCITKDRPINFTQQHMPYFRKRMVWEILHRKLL
#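 System: Recombinant human SENP1 catalytic domain, His6-tagged | Incubation: Enzyme reaction for 50 min at room temperature, dark | Medium: Tris pH 8 with BME, BSA, NP40 and catalase | Also added: 25 nM SUMO1 FRET substrate | Compound: 10 µM single point, 0.5% DMSO | Measured by: FRET fluorescence in CFP and YFP emission channels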
# Apaf-1 inh = blocks human Apaf-1 apoptosome activity | AID 489030 | 330,000 compounds, 0.71% hits | reconstituted apoptosome caspase-3 activity, DEVD-Rh110 fluorescence | inhibition, % at 20 µM | O14727; active means inhibition of at least 40% at 20 µM;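 further: plate controls were DMSO wells for no effect and DEVD-CHO caspase inhibitor wells for full effect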
#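 Assay system – apoptosome proteins · Medium – Hepes buffer, pH 7.5 · Also added – cytochrome c with DEVD-Rh110 · Timing – 30 min compound preincubation, 50 min activation, room temperature · Detection – Rh110 fluorescence, excitation 480 nm, emission 540 nm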
# SENP8 block-1 = SENP8 protease inhibition | purified SENP8, Z-RLRGG-aminoluciferin cleavage, luminescence | inhibition, % at 10 µM | 330,000 compounds, 1.2% hits | AID 2540; in the data active means inhibition above about 50%
# Target sequence (Q96LD8 whole entry, looked up): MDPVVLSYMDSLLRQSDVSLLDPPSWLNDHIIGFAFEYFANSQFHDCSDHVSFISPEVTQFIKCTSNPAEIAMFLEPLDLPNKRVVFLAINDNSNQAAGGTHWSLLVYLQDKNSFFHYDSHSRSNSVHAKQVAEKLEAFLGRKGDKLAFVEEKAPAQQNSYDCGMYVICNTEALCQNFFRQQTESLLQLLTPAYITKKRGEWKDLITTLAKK
# APOBEC3G inh = inhibitors of human APOBEC3G DNA deaminase | AID 493012 | recombinant A3G, ssDNA deamination FAM/TAMRA fluorescence | inhibition, % at 20 µM | Q9HC16 | 330,000 compounds, 0.28% hits;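 active means inhibition of at least 40% at 20 µM, with no more than 30% in the related APOBEC3A deaminase screen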;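 further: plate controls were DMSO wells with A3G for no effect and wells lacking A3G enzyme for full effect; some compounds called inactive have numbers as strong as hits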
# SENP8 block-2 = inhibitors of human SENP8 protease | recombinant SENP8, Nedd8 substrate fluorescence | inhibition, % at 20 µM | Q96LD8 | AID 602440 | 360,000 compounds, 0.64% hits; in the data active means inhibition mostly above about 40%, no sharp cut-off; inactive means mostly below about 27%
# * marks the source's active call; other numbers are inactive results; nt = not tested or not shown. An excerpt, so the mix of outcomes need not match the whole.
# Second line of a record: SENP7 inh, SENP6 inh, UBC13 inh, SENP1 FRET inh, Apaf-1 inh, SENP8 block-1, APOBEC3G inh, SENP8 block-2
[1] Cc1ccc(Cl)cc1N1CCN(CCN)CC1
  8, -9, 9, 1, 9, -4, -2, 32
[2] c1csc(CN2CCNCC2)c1
  0, 2, -6, 1, -1, -12, -6, 5
[3] Cc1ccccc1O
  6, 10, -3, 1, -5, -3, -2, 22
[4] Cc1c(C)c2ccc(OCC(=O)N3CCC(C(=O)O)(c4ccccc4)CC3)cc2oc1=O
  -15, -15, 0, 2, -1, -14, -8, -205
[5] CCCCCn1c(NC(=O)c2ccco2)c(C(=O)OCC)c2nc3ccccc3nc21
  35, 79*, -36, -26, 92*, 80*, -5, -361
[6] O=S(=O)(c1ccc(O)cc1)c1ccc(O)cc1
  -1, -5, 3, 0, 2, -2, -4, 20
[7] Cc1cccc(NP(C)(=O)c2nc3c(s2)CCCC3)c1 (centres undefined)
  3, -1, 2, 3, -9, 0, -7, 10
[8] COC(=O)C1=C(c2cccc(C#N)c2)C[C@@H]2CC[C@H]1N2C(=O)N1CCC(O)CC1
  1, 0, 5, 1, -3, 3, -5, 13
[9] CN1C2CCC1CC(OC(=O)CCN1CCCC1)C2 (centres undefined)
  -12, 1, -1, 1, 5, -10, -6, 4
[10] CCC(C)c1ccc(N2C(=O)NC(=O)/C(=C/c3cccn3CCOc3ccc(C)cc3)C2=O)cc1 (centres undefined)
  -10, -12, -18, -4, 23, -16, -5, 11
[11] CCN(CC)P(=S)(c1c(C)nc2ccccn12)c1c(C)nc2ccccn12
  3, -10, 3, 0, 7, -6, 14, 7
[12] O=C(Nc1cccc(OC(=O)N2CCOCC2)c1)N1CCOCC1
  -1, 6, 0, 1, 3, -6, 0, 4
[13] COC1=CC(=O)[C@]2(C=C1OC)OC[C@@H]1Oc3c(ccc4c3C=CC(C)(C)O4)C(=O)[C@@H]12
  -3, -22, 0, nt, 2, -9, -6, nt
[14] CCCCc1ncc(CN2CCCC(C(=O)c3ccc(SC)cc3)C2)[nH]1 (centres undefined)
  7, 3, 6, 1, 8, -3, -6, 10
[15] O=C(C(=O)N1CCOCC1)c1cn(Cc2ccccc2)c2ccccc12
  -3, 15, 45*, 1, -4, 0, -3, 21
[16] Cn1c(=O)c2c(nc(N/N=C/c3c(O)n(C4CCCCC4)c(=S)[nH]c3=O)n2C)n(C)c1=O
  4, 11, -29, -41, 8, 1, 2, -67
[17] CCN(CC)c1ccc(/C=C2/C(=O)NC(=O)N(CC3CCCO3)C2=O)cc1 (centres undefined)
  5, -2, -92, -11, -2, -3, 0, -24
[18] CC1(C)C(C(=O)N2CCN(c3ccc(Cl)cc3)CC2)C1(C)C
  -2, 5, -2, 0, 17, 7, -7, 14
[19] C/C(=N\NC(N)=O)c1c(O)n(C)c(=O)n(C)c1=O
  -2, -17, 8, 3, -14, 0, -8, 8
[20] COCCOC(=O)C1=C(C)OC(N)=C(C(=O)OC)C12C(=O)Nc1ccccc12 (centres undefined)
  8, 7, -6, 1, 9, 7, -3, 6
[21] CN1CCN(Cc2ccc(N)cc2)CC1
  2, -3, -6, 0, -8, -5, -1, 12
[22] COc1ccccc1C1=NCc2nnc(C)n2-c2ccc(Cl)cc21
  -4, -23, -14, 0, -2, -15, -6, 17
[23] CC[N+](CC)(CC)CC
  -4, 1, 16, 1, -8, 4, -4, 6
[24] COC(=O)C1=C(c2ccc(F)cc2F)C[C@@H]2CC[C@H]1N2C(=O)NCc1ccc(C(F)(F)F)cc1
  0, 5, 0, 1, 27, 1, 2, 18
[25] CCN1CCN(C(=O)COc2ccc(S(=O)(=O)N3CCOCC3)cc2Cl)CC1
  -9, -27, -5, 4, 12, -11, -4, 8
[26] C=Cn1ccnc1P(=S)(c1cc(N(CC)CC)ns1)c1nccn1C=C
  -5, -5, -7, 4, -10, -2, -5, 2
[27] COc1ccc(CCn2c(O)c(/C=N/N3CCCCC3)c(=O)[nH]c2=O)cc1OC
  0, -5, 3, 0, -1, 4, -2, 16
[28] COCCn1c(-c2ccccc2)cc(C(=O)O)c1C
  -4, -9, -5, 1, 0, -12, -4, 30
[29] C/C=C/CC1(CC)C(=O)NC(=S)NC1=O
  6, -12, 8, 4, 2, 9, -3, 17
[30] O=C(c1c[nH]c2ccc(S(=O)(=O)N3CCOCC3)cc2c1=O)N1CCC2(CC1)OCCO2
  -12, -23, 2, -1, 4, -16, -5, -269

# Copied from the listing (four entries):
# Second line of a record: SENP7 inh, SENP6 inh, UBC13 inh, SENP1 FRET inh, Apaf-1 inh, SENP8 block-1, APOBEC3G inh, SENP8 block-2
[2] c1csc(CN2CCNCC2)c1
  0, 2, -6, 1, -1, -12, -6, 5
[3] Cc1ccccc1O
  6, 10, -3, 1, -5, -3, -2, 22
[4] Cc1c(C)c2ccc(OCC(=O)N3CCC(C(=O)O)(c4ccccc4)CC3)cc2oc1=O
  -15, -15, 0, 2, -1, -14, -8, -205
[5] CCCCCn1c(NC(=O)c2ccco2)c(C(=O)OCC)c2nc3ccccc3nc21
  35, 79*, -36, -26, 92*, 80*, -5, -361

# Compounds listed so far with an aryl methoxy group, in the order listed:
# Second line of a record: SENP7 inh, SENP6 inh, UBC13 inh, SENP1 FRET inh, Apaf-1 inh, SENP8 block-1, APOBEC3G inh, SENP8 block-2
[22] COc1ccccc1C1=NCc2nnc(C)n2-c2ccc(Cl)cc21
  -4, -23, -14, 0, -2, -15, -6, 17
[27] COc1ccc(CCn2c(O)c(/C=N/N3CCCCC3)c(=O)[nH]c2=O)cc1OC
  0, -5, 3, 0, -1, 4, -2, 16

# The listing picks up with the 6 entries that preceded the break.
# Second line of a record: SENP7 inh, SENP6 inh, UBC13 inh, SENP1 FRET inh, Apaf-1 inh, SENP8 block-1, APOBEC3G inh, SENP8 block-2
[25] CCN1CCN(C(=O)COc2ccc(S(=O)(=O)N3CCOCC3)cc2Cl)CC1
  -9, -27, -5, 4, 12, -11, -4, 8
[26] C=Cn1ccnc1P(=S)(c1cc(N(CC)CC)ns1)c1nccn1C=C
  -5, -5, -7, 4, -10, -2, -5, 2
[27] COc1ccc(CCn2c(O)c(/C=N/N3CCCCC3)c(=O)[nH]c2=O)cc1OC
  0, -5, 3, 0, -1, 4, -2, 16
[28] COCCn1c(-c2ccccc2)cc(C(=O)O)c1C
  -4, -9, -5, 1, 0, -12, -4, 30
[29] C/C=C/CC1(CC)C(=O)NC(=S)NC1=O
  6, -12, 8, 4, 2, 9, -3, 17
[30] O=C(c1c[nH]c2ccc(S(=O)(=O)N3CCOCC3)cc2c1=O)N1CCC2(CC1)OCCO2
  -12, -23, 2, -1, 4, -16, -5, -269
[31] COc1cc(OC)c2c(c1)OCC1CON(C)C21 (centres undefined)
  -9, 0, 6, 1, -4, 2, -3, 16
[32] COC(=O)C1=C(c2ccc3ccccc3c2)C[C@@H]2CC[C@H]1N2C(=O)N1CCC(O)CC1
  -5, -5, 4, 0, -4, 7, -3, 11
[33] O=C(Cc1ccccc1)OCCNC(=O)c1cccnc1
  0, 3, 5, 3, -19, -7, 2, 8
[34] COc1cccc(OC)c1CN1CCCC(C(=O)c2cccc(Cl)c2)C1 (centres undefined)
  4, -2, 11, -1, 8, 8, -5, 10
[35] CCOC(=O)c1c(C)n(Cc2ccccc2)c2ccc(OCC(O)CNC(C)(C)C)cc12 (centres undefined)
  -2, -20, 27, 2, 27, 1, -4, 8
[36] CCOC(=O)C1(CCc2ccccc2)CCN(Cc2ccc3c(c2)OCCO3)CC1
  9, 70*, 14, 2, 20, -8, -1, 16
[37] CC(Cc1ccccc1)NC(=O)/C=C/C(=O)O (centres undefined)
  3, 8, 8, -1, -10, 1, -5, 19
[38] COC(=O)C1=C(c2ccc(F)cc2OCc2ccccc2)C[C@@H]2CC[C@H]1N2C(=O)NCc1ccc(C(C)(C)C)cc1
  -1, 8, 1, -1, 14, 5, -9, -1
[39] O=C(c1ccccc1)N1CCC2(CC1)OCCO2
  -11, -4, 1, 4, -4, -10, -5, 9
[40] Cc1cc(NC(=O)COC(=O)c2c(C)nn(Cc3ccccc3Cl)c2C)no1
  10, -4, 9, 2, 7, -1, 0, 14
[41] COc1cc(C(=S)N2CCOCC2)cc(OC)c1OC(=O)Cc1ccccc1
  -5, -20, -3, 2, 10, -11, -9, 12
[42] CN1C(=O)C(C2c3ccccc3C(=O)N2Cc2ccc([N+](=O)[O-])cc2)C(=O)N(C)C1=O (centres undefined)
  -3, -12, -1, 3, -17, -13, -10, 16
[43] O=C(NC1CCCCC1)N1C[C@H]2C[C@@H](C1)c1cccc(=O)n1C2
  9, 0, 0, 1, 6, 2, -2, 9
[44] Cc1cccc(-n2c(O)c(/C=C3/C(c4ccccc4)=Nc4ccccc43)c(=O)[nH]c2=O)c1
  -7, -5, -106, -6, 12, -7, 5, -20
[45] CN1CCN(C(=O)COc2ccc(Oc3ccccc3)cc2)CC1
  -3, 2, 10, 0, -4, -5, -2, 6
[46] Cc1c(C(=O)Nc2ccccc2)cc(-c2ccccc2)n1CCCN1CCOCC1
  -2, -20, 6, -3, -201, -3, -4, 14
[47] CSc1ccc(C(=O)C2CCCN(CCCn3cccn3)C2)cc1 (centres undefined)
  18, -17, 1, 2, -12, 1, -4, 14
[48] CC(=O)O[C@H]1CCC2C3CCC4=CC(=O)CCC4=C3C=C[C@@]21C (some centres undefined)
  6, -1, 1, -64, 5, -3, -6, -29
[49] O=C(COC(=O)c1ccccc1)Nc1ccc(Cl)cc1C(=O)c1ccccc1
  0, 3, 6, 1, -3, -7, -5, 18
[50] CC(NCc1ccc(Cl)c(Cl)c1)C(O)c1ccccc1 (centres undefined)
  -1, -13, 6, 1, 8, -2, 5, 10
[51] CC(C)c1cc(Br)c(NC(=O)Nc2cccnc2)c(Br)c1
  7, -8, 6, 1, 2, 0, -7, 15
[52] C[C@]1(O)CCC2C3CC[C@@H]4CC(=O)CC[C@]4(C)C3CC[C@@]21C (some centres undefined)
  -2, 11, -1, 2, 4, -4, -4, 4
[53] Cc1sc2ncn(CC(=O)NCCCC(=O)N3CCC4(CC3)OCCO4)c(=O)c2c1C
  9, 2, 0, 1, -3, 8, 0, 18
[54] C[C@]12CC[C@H]3[C@@H](CCC4=CC(=O)CC[C@@]43O)[C@@H]1CCC2=O
  -4, -12, 6, -1, -5, 0, -3, 2
[55] CCCN1CCC[C@H](c2cccc(O)c2)C1
  5, 7, 3, 2, -13, 4, -5, 9
[56] CC(C)n1c(=O)c(C=Nc2ccc(S(N)(=O)=O)cc2)c(O)n(Cc2ccco2)c1=O
  7, -2, -11, -25, 27, -6, 12, -192
[57] CC(=O)Nc1ccc(C(=O)OCC(=O)Nc2ccc(Cl)cc2C(=O)c2ccccc2)cc1
  -11, -19, 3, 1, 8, -1, 2, 10
[58] Cc1ccsc1C(=O)C1CCCN(Cc2ccccc2O)C1 (centres undefined)
  -13, -9, -8, 1, 9, -14, -9, 7
[59] C=CCn1c(O)c(C(CC)=NCC2CCCO2)c(=O)[nH]c1=O (centres undefined)
  1, -9, 2, 1, -13, 8, 4, 5
[60] CC(=O)Nc1ccccc1C(=O)OCC(=O)Nc1ncccn1
  -4, 12, 8, -3, -9, 2, -8, -8
[61] Cc1cccc(N=Cc2c(O)n(C)c(=O)n(C)c2=O)c1
  1, 8, -5, -1, -5, 0, -2, -62
